Screening results from PubChem.
Caspase-7 inhib: caspase-7 (human) inhibition, allosteric or competitive | P55210 | recombinant caspase-7, Ac-DEVD-AFC fluorescence rate | Potency, µM (top dose mostly 57.5 µM), for inactives: top-dose activity change, negative = inhibition, usual class: inhibitors | actives 0.02% (n = 75,000) | AID 889; active means well fitted inhibition curve with a large enough effect in the main read-out, with a control signal flat, not every such curve was filed as active; inconclusive means small, poorly fitted or top-dose-only effect, or a change in a side signal; further: potency means the concentration at half of the fitted maximal effect; % of control where 0% means no effect
Target sequence (P55210 24-198 limits assumed): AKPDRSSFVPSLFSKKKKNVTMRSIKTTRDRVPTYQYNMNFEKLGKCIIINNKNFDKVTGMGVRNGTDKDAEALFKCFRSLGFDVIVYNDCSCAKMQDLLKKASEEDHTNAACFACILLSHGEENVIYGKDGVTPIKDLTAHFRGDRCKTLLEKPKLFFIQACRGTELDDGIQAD
Target sequence (P55210 207-303 limits assumed): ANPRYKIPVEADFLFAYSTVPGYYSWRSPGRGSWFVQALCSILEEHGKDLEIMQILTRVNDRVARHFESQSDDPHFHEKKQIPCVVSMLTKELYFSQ
HEK293 cAMP ctrl: raises cAMP in parental HEK293 cells, TSHR agonist counter-screen; Potency, µM (titrated, usually from 57.1 µM), for the others: top-dose activation, actives largely listed as activators; AID 938; actives 2.5% (n = 73,000); parental HEK293 CNG cAMP sensor, membrane potential fluorescence; further: potency means the concentration at half of the fitted maximal effect; % of control where 0% means no effect; nearly all actives have a fitted effect of over 55% in size
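Parental HEK 293 cells stably expressing a cAMP-gated CNG channel were loaded with membrane potential dye containing 100 uM RO 20-1724 for 60 min. Compound added for 30 min; depolarization read as fluorescence intensity at 590 nm.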
USP2a inhib: inhibitors of human ubiquitin-specific protease USP2a. O75604. USP2a enzymatic assay, qHTS inhibition. AID 927. Potency, µM (titrated, usually from 38.3 µM), without a hit: at the top dose activity change, negative = inhibition, most hits filed as inhibitors. actives 0.1% (n = 60,000);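 further: potency means the concentration at half of the fitted maximal effect; nearly all actives have a fitted effect of over 60% in size; plate controls were DMSO for no effect and NEM full inhibition control for full effect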
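Coupled readout: USP2-cleaved Ub-PLA2 (20nM final) turns over NBD C6-HPC (20uM final), Ex 460nm/Em 535nm after 2.5 h, time-zero read flagging artifacts. Enzyme (20nM final, pH 8.0 Tris) given 30 min RT with compound first; NEM defines full inhibition.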
HADH2 inhib: HADH2 (human) dehydrogenase inhibition; Potency, µM (top dose mostly 57.1 µM), inactives show top-dose activity change, negative = inhibition, hits mostly inhibitors; recombinant HADH2, NADH fluorescence, beta-hydroxybutyryl-CoA; actives 3.4% (n = 73,000); AID 886; Q99714; further: potency means the concentration at half of the fitted maximal effect; on the % scale 0 is the no-effect control and ±100 the full control effect; nearly all actives have a fitted effect of over 60% in size; many of its hits are not listed in these tables
Target sequence (Q99714 whole entry, looked up, one chain of several): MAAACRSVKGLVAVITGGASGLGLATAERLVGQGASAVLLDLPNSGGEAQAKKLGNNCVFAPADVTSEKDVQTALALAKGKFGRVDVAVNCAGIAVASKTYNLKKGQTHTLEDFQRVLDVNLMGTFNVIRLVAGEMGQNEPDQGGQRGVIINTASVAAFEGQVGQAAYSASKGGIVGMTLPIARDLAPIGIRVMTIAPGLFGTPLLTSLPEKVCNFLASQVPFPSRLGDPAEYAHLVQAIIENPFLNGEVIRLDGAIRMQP
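Activity measured as NADH fluorescence gain (360/450 nm), taken as the change between first and last reads of a 4-min kinetic run. Conditions: pH 9.0 Tris buffer, 20 nM E. coli-expressed His-tagged enzyme, 1 mM NAD+, 90 uM beta-hydroxybutyryl-CoA; 15-min compound preincubation.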
DNA Pol III inh: inhibitors of bacterial DNA polymerase III holoenzyme. actives 0.25% (n = 71,000). AID 603. reconstituted DNA polymerase III holoenzyme replication, biochemical. Potency, µM (titrated, usually from 57.1 µM), inactives show top-dose activity change, negative = inhibition; further: potency means the concentration at half of the fitted maximal effect; on the % scale 0 is the no-effect control and ±100 the full control effect
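Reconstituted *E. coli* holoenzyme (0.35 nM Pol III, 1 nM beta, 154 nM SSB, 2 nM primase) was preincubated with compound for 15 min at RT. Synthesis on 1.4 nM ssM13Gori ran 35 min, then was stopped with PicoGreen/EDTA and read as dsDNA fluorescence.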
ALOX15 inhib: 15-hLO (ALOX15) enzyme inhibition. purified 15hLO-1, xylenol orange hydroperoxide absorbance. Potency, µM (series often up to 57.1 µM), without a hit: top-dose activity change, negative = inhibition, hits mostly inhibitors. actives 1.4% (n = 74,000). AID 887; further: potency means the concentration at half of the fitted maximal effect; on the % scale 0 is the no-effect control and ±100 the full control effect; nearly all actives have a fitted effect of over 55% in size
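Purified human 15hLO-1 (40 nM) in 25 mM Hepes pH 7.5, 0.01% Triton X-100, preincubated 15 min RT with compound, then 50 uM arachidonic acid for 6 min. Hydroperoxide read by ferrous/xylenol orange, 30 min; 573/405 nm absorbance ratio gave progress.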
Rhodamine fluor: compound fluoresces in the rhodamine spectral region; Rhodamine-region fluorescence, 547/598 nm, Tris buffer; hits give high values; max dye-equivalent concentration, M; actives 0.05% (n = 59,000); AID 594; in the data active means max dye-equivalent concentration above about 11 nM; inconclusive means between about 1.1 nM and that limit
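Intensities are converted to rhodamine-equivalent concentration using a six-point rhodamine standard on each plate. Compounds sit 15 min at room temperature in 100 mM Tris buffer, pH 8.0; read uses the 547/598 nm excitation/emission pair.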
Tau fil binding: binders of human tau filaments. recombinant tau filaments, thioflavin S fluorescence, 15 h; filaments grown with octadecylsulfate alongside compound. Potency, µM (highest dose often 57.1 µM), for the others: at the top dose activity change, negative = inhibition. actives 2% (n = 71,000);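 further: potency means the concentration at half of the fitted maximal effect; on the % scale 0 is the no-effect control and ±100 the full control effect; actives lower thioflavin S fluorescence by blocking filaments or displacing dye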
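Quantitative HTS: thioflavine S signal from ODS-induced tau filaments, excited at 450 nm, emission 510 nm. Conditions: 1 uM tau, 30 uM ODS, 15 h at 37 C, pH 7.4.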
BRCT PPI red: disrupts BRCA1 BRCT binding to phosphoprotein, red fluorophore readout; actives 0.03% (n = 75,000); P38398; BRCT-phosphopeptide binding, red fluorescence polarization; Potency, µM (series often up to 76.9 µM), for inactives: top-dose activity change, negative = inhibition, hits mostly inhibitors; further: on the % scale 0 is the no-effect control and ±100 the full control effect
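Fluorescence polarization: 100 nM His-tagged BRCA1 BRCT with 100 nM TAMRA-labelled phospho-BACH1 decapeptide, phosphate buffer pH 7.3 with 150 mM NaCl, DTT, 0.01% Tween 20; 12 min RT. Binding inhibition seen as FP decrease.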
Caspase-1 inhib: caspase-1 (human) inhibition, allosteric or competitive; actives 0.03% (n = 75,000); AID 900; P29466; Caspase-1 enzyme, Ac-WEHD-AFC fluorogenic rate; Potency, µM (highest dose often 57.5 µM), without a hit: top-dose activity change, negative = inhibition, hits mostly inhibitors;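 further: potency means the concentration at half of the fitted maximal effect; plate controls were vehicle for no effect and no substrate for full effect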
Target sequence (P29466 120-297 limits assumed): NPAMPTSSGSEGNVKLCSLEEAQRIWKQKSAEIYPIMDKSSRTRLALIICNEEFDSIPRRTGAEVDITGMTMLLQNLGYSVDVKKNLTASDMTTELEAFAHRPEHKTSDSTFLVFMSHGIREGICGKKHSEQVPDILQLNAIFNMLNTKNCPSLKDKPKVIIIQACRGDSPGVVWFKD
Target sequence (P29466 317-404 limits assumed): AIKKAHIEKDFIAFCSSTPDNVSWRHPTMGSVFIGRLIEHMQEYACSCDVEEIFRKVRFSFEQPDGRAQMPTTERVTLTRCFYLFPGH
BRCT inh green: inhibitors of human BRCA1 BRCT-phosphoprotein interaction (green fluorophore) | P38398 | BRCA1 BRCT-phosphopeptide binding, green fluorescence polarization | Potency, µM (doses to about 76.9 µM), inactives show top-dose activity change, negative = inhibition, actives largely listed as inhibitors | actives 0.05% (n = 75,000) | AID 875;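 further: potency means the concentration at half of the fitted maximal effect; plate controls were peptide without protein for full effect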
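Fluorescence polarization: His-tagged BRCT (~35 kDa BRCA1 C-terminus, 250 nM) bound to 100 nM fluorescein-labeled phosphorylated 10-aa BACH1 peptide, pH 7.3 phosphate buffer with DTT and Tween 20. Compounds incubated 12 min at room temperature; inhibition read as lowered polarization.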
* marks the source's active call; other numbers are inactive results; i = inactive; ? = inconclusive; / = no result given; [ ] = dose if it differs, or a comment. Unless noted, the call rests on the fitted dose curve; in most records, active means well fitted curve in the direction sought with a large enough effect; inconclusive means small, poorly fitted or top-dose-only effect, or another doubt; inactive means no such curve, though single readings can be large; an effect the other way counts as inactive or inconclusive. This is a subset; count on the stated rates, not on these rows.

SMILES	Caspase-7 inhib	HEK293 cAMP ctrl	USP2a inhib	HADH2 inhib	DNA Pol III inh	ALOX15 inhib	Rhodamine fluor	Tau fil binding	BRCT PPI red	Caspase-1 inhib	BRCT inh green
CCOC(=O)C(CC)Sc1nc(-c2ccc(OC)cc2)nc2c1c(=O)n(C)c(=O)n2C (stereo not drawn)	-1%	?	0%	-28%	1%	-4%	i	4%	0.3%	0%	0.5%
O=S(=O)(NCc1ccccc1)c1ccc(S(=O)(=O)N(Cc2ccccn2)Cc2ccco2)cc1	-1%	?	5%	-10%	-3%	14%	i	245%	0.2%	-2%	-5.4%
Cc1cccc(NC(=O)c2cc3n(n2)C(C(F)(F)F)CC(c2ccc4c(c2)OCO4)N3)c1 (stereo not drawn)	-3%	0%	20%	12%	-3%	-12%	i	294%	-0.9%	-3%	0.9%
CCCC(=O)N(c1ccc2oc(=O)sc2c1)S(=O)(=O)c1ccccc1	0%	-12%	28%	32µM*	-4%	25µM*	i	-13%	0.4%	0%	-1.0%
Cn1c2ccccc2c2ncn(CCC3=CCCCC3)c(=O)c21	-3%	?	0%	19%	0%	-7%	i	10%	2.3%	-5%	2.9%
COc1ccc2c(c1)CCc1c(C(=O)Nc3cc(C)n(Cc4ccc(Cl)cc4)n3)noc1-2	0%	14%	26%	72%[activator]	3%	-1%	i	4%	0.5%	1%	-3.5%
COC1=Cc2c(ccc3ccc(=O)oc23)OC1(C)C	-5%	?	-9%	-1%	-4%	32µM*	/	-2%	0.2%	-2%	-1.4%
COC(=O)c1cc(-c2c(C)nn(-c3ccccc3)c2C)n[nH]1	0%	1%	5%	-1%	-3%	-1%	i	11%	-0.9%	0%	0.7%
Cc1cccc(-c2c3c(=O)n(C)c(=O)n(C)c3cn2CCO)c1	0%	1%	6%	-9%	-2%	1%	i	5%	1.0%	0%	0.4%
C=C1CCC(=O)C(C)CCC2C1CC2(C)C (stereo not drawn)	0%	/	12%	/	/	1%	/	/	-1.6%	-1%	-1.9%

Results in BRCT PPI red and Caspase-1 inhib, for five of the compounds above:
Structure,BRCT PPI red,Caspase-1 inhib
CCCC(=O)N(c1ccc2oc(=O)sc2c1)S(=O)(=O)c1ccccc1,0.4%,0%
C=C1CCC(=O)C(C)CCC2C1CC2(C)C (stereo not drawn),-1.6%,-1%
COC1=Cc2c(ccc3ccc(=O)oc23)OC1(C)C,0.2%,-2%
CCOC(=O)C(CC)Sc1nc(-c2ccc(OC)cc2)nc2c1c(=O)n(C)c(=O)n2C (stereo not drawn),0.3%,0%
Cn1c2ccccc2c2ncn(CCC3=CCCCC3)c(=O)c21,2.3%,-5%

Next part.
SMILES	Caspase-7 inhib	HEK293 cAMP ctrl	USP2a inhib	HADH2 inhib	DNA Pol III inh	ALOX15 inhib	Rhodamine fluor	Tau fil binding	BRCT PPI red	Caspase-1 inhib	BRCT inh green
Cc1cc(NC(=O)c2cc(CC(C)C)on2)n(-c2ccccc2)n1	-1%	22%	/	9%	0%	5%	/	142%	-2.4%	2%	-2.5%
O=C(Nc1ccc(N2CCN(C(=O)c3ccco3)CC2)c(Cl)c1)c1cc2ccccc2o1	-7%	17%	26%	?	-5%	-16%	i	407%	0.1%	-6%	1.3%
CC(C)CN(CC(C)C)S(=O)(=O)N1CCC(C(=O)NC2CCCCCCC2)CC1	0%	?	2%	3%	3%	-6%	i	-30%	2.2%	0%	0.3%
CC(C)N(O)C(=O)NC(C)(C)C	1%	-6%	2%	-2%	0%	1%	i	1%	-0.7%	2%	-0.9%
COc1ccc(S(=O)(=O)N2CCN(C)CC2)cc1Br	1%	-4%	0%	8%	0%	1%	/	16%	0.9%	-3%	-0.9%
CC1=C(C(=O)OCC2CCCO2)C(c2ccc(O)cc2)NC(=O)N1 (stereo not drawn)	2%	6%	-6%	-4%	-6%	3%	i	9%	-2.1%	1%	-0.5%
CCc1nc(N2CCC(C)CC2)c2oc3ccccc3c2n1	-2%	16µM*	-23%	?	-1%	-16%	i	23%	0.5%	-2%	-0.7%
Cc1ccccc1C(=O)NC1CCN(CC(=O)Nc2nccs2)CC1	-1%	0%	-6%	-3%	-3%	4%	i	6%	-1.5%	2%	-0.9%
CCOC(=O)COC(=O)c1ccc(O)cc1	0%	3%	-2%	-1%	-7%	15%	/	5%	-1.0%	-2%	-0.4%
Nc1n[nH]c(-c2ccc(F)cc2)n1	0%	1%	-6%	-11%	-4%	1%	i	-7%	0.1%	-1%	-1.9%
O=C(CCCOc1ccc(Cl)cc1Cl)N1CCN(c2ccccn2)CC1	-5%	?	19%	-1%	0%	-16%	i	29%	-1.2%	-3%	-1.7%
CS(=O)(=O)N1CCC(c2noc(-c3ccc(C(F)(F)F)cc3)n2)CC1	0%	18%	12%	12%	-2%	-8%	i	5%	-0.4%	0%	-2.7%
O=S(=O)(c1ccc(Oc2ccc(-c3nnco3)cc2)nc1)N1CCC(Cc2ccccc2)CC1	-1%	36%	38%[activator]	14%	-1%	-3%	i	20%	-0.2%	-2%	-2.3%
CCCS(=O)(=O)N1CCC(C(=O)NCCCN2CCCC2=O)CC1	3%	2%	2%	2%	0%	5%	i	15%	-0.9%	1%	0.2%
O=C(Nc1ccc(N2CCN(c3ccc(O)cc3)CC2)cc1)Oc1ccccc1	-7%	-2%	21%	-3%	-2%	-16%	i	2µM*	-0.8%	-6%	-1.8%
COc1ccc(C(=O)CC(=O)c2c(O)cc(OC)cc2OC)cc1	1%[11.5 µM]	19%[11.4 µM]	/	-2%[11.4 µM]	/	5%[11.4 µM]	/	/	-0.4%[15.4 µM]	-1%[11.5 µM]	-0.3%[15.4 µM]
COc1ccc(CCn2c(N)c(S(=O)(=O)c3cccs3)c3nc4ccccc4nc32)cc1OC	-1%	-8%	11%	3%	-4%	7%	i	11%	1.5%	-2%	0.3%
O=C1N(CCCCN2C(=O)C3(OCCO3)c3ccccc32)c2ccccc2C12OCCO2	1%	15%	/	-3%	2%	-3%	i	4%	0.5%	-1%	-0.3%
CC(C)(C)c1cc(C(=O)N2CCN(c3ncccn3)CC2)ccn1	1%	23%	-14%	4%	-5%	-8%	i	-2%	-0.8%	2%	-1.3%
CCN1C(=O)/C(=C2/SC(C)=C(C)N2CC)SC1=S	1%[0.00368 µM]	-18%	-3%	?	-4%	-27%	i	2%	-0.5%	?	37%[activator]
COCCCN(C(C)=O)c1nc(-c2ccccc2)cs1	1%	25%	/	-7%	-5%	3%	i	1%	-1.2%	-3%	1.8%
COCC(=O)Nc1nnc(CCc2ccccc2)s1	0%	9%	2%	-8%	-4%	3%	i	7%	-1.8%	-2%	-2.7%
O=c1[nH]c2cccnc2n1Cc1ccco1	0%	7%	-4%	-8%	-8%	15%	i	1%	-0.4%	0%	-1.0%
CCOC(=O)c1ccc(NC(=O)CCc2nc(-c3ccccc3Cl)no2)cc1	-6%	?	-12%	-8%	-1%	-23%	i	32%	-1.3%	-2%	-1.1%
Cc1c(N)cccc1Cl	-2%	18%	/	-6%	2%	-9%	/	7%	-1.3%	-2%	-3.5%
CCCN1c2cccc3cccc(c23)S1(=O)=O	-1%	13%	-8%	-16%	3%	-1%	i	-3%	-1.9%	-11%	-1.2%

Entries of single compounds as entered above. Order of screens: Caspase-7 inhib, HEK293 cAMP ctrl, USP2a inhib, HADH2 inhib, DNA Pol III inh, ALOX15 inhib, Rhodamine fluor, Tau fil binding, BRCT PPI red, Caspase-1 inhib, BRCT inh green
Shown for `COCCCN(C(C)=O)c1nc(-c2ccccc2)cs1` → 1%, 25%, /, -7%, -5%, 3%, i, 1%, -1.2%, -3%, 1.8%
Shown for `Cc1c(N)cccc1Cl` → -2%, 18%, /, -6%, 2%, -9%, /, 7%, -1.3%, -2%, -3.5%
